Screens (PubChem BioAssay)
Neddylation inh: inhibitors of cullin neddylation, primary screen, biochemical, TR-FRET, uHTS, NAE and Ubc12 | 0.58% of 360,000 active | calls only at 25 µM | NEDD8-conjugating enzyme Ubc12 (Homo sapiens) + NEDD8-activating enzyme E1 regulatory …; in the data active = inhibition above about 36%
FAS-TE inh: FAS thioesterase domain inhibitors, primary screen, biochemical, fluorescence intensity, uHTS | 0.67% of 360,000 active | recombinant FAS-TE, OMFH fluorogenic substrate, fluorescence endpoint | AID 602261, 2012 | Fatty acid synthase (Homo sapiens), P49327 | inhibition, % at 15 µM;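 active = compounds whose normalised, plate-corrected inhibition of enzyme fluorescence in the single-dose primary screen is 50% or more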;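 note: 0% = DMSO with enzyme and 100% = substrate without enzyme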
Rin1-Abl PPI inh: inhibitors of Rin1-Abl protein binding, primary screen, biochemical, TR-FRET; Tyrosine-protein kinase ABL1 (Homo sapiens) + Ras and Rab interactor 1 (Homo sapiens), …; inhibition, % at 7.35 µM; 0.4% of 360,000 active; AID 588664, 2011; in the data active = inhibition above about 5%, passing the limit was not always enough
CSN deneddyl inh: inhibitors of CSN-mediated cullin deneddylation, primary screen, biochemical, fluorescence polarization, uHTS | inhibition, % at 12.5 µM | Purified CSN, SCF-Nedd8-OG deneddylation | COP9 signalosome complex subunit 5 (Homo sapiens), Q92905 | 0.38% of 360,000 active;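 active = pattern-corrected inhibition above about 35%, with an unprinted fluorescence ratio check between 0.5 and 1.5, limit read from the data, passing the limit was not always enough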;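 note: 0% = enzyme with substrate and 100% = substrate without enzyme; some results filed as inactive read as strong as hits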
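Test system: purified human Csn5 enzyme expressed in HEK293T cells. Amount: 0.24 nM enzyme. Reagent: SCFSkp2-Nedd8OG substrate at 10 nM final. Schedule: 90 min incubation of compound, enzyme and substrate at room temperature. Detection: fluorescence polarization. Read-out: % inhibition of substrate cleavage by Csn5.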
TbMetRS inhib: T. brucei MetRS inhibitors, primary screen, biochemical, luminescence; purified T. brucei MetRS, ATP depletion, Kinase-Glo luminescence; inhibition, % at 11.9 µM; 0.4% of 360,000 active; AID 624268, 2012;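 active = inhibition above a per-plate cutoff of the control wells' mean inhibition plus 3 SD, cut at about 5.5% in these data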;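 note: 0% = DMSO wells median and 100% = median of wells with control inhibitor compound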
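Material: T. brucei methionyl-tRNA synthetase, purified; reagent: substrates ATP, L-methionine and bulk Escherichia coli tRNA; dosing: 11.9 µM single point; timing: 15 min plus 2 h at 25 °C; detection: luminescence of leftover ATP; evaluation: % inhibition; control set: DMSO-only wells as low control; replicates: singlicate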
E coli Lon inh: inhibitors of E. coli Lon protease, primary screen, biochemical, fluorescence polarization | P0A9M0 | purified E. coli Lon protease | inhibition, % at 7.94 µM | 0.42% of 360,000 active; in the data active = inhibition above about 13%, passing the limit was not always enough;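 note: 0% = enzyme with probe and DMSO and 100% = no enzyme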
Target sequence (P0A9M0 whole entry, looked up): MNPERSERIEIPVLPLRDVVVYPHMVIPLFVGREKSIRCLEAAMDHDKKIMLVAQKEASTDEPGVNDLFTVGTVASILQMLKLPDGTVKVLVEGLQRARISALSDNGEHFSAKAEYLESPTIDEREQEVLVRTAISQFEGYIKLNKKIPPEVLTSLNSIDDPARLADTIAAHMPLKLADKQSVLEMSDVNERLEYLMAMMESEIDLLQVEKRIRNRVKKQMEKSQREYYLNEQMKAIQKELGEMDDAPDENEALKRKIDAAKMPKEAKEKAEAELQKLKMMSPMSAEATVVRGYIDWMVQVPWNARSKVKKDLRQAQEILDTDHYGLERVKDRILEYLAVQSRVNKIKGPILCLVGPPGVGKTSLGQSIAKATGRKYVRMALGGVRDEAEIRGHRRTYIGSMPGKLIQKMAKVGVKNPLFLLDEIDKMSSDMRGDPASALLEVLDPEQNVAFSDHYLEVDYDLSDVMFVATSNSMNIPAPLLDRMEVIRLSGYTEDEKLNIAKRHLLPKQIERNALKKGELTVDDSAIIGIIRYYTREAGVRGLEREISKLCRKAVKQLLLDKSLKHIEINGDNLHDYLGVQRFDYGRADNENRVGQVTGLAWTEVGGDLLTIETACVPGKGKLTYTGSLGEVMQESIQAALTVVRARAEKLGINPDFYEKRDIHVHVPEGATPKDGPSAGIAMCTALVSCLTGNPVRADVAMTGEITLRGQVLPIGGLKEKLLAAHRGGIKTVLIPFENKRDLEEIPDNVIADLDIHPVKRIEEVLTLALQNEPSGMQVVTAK
MsrA act: bovine MsrA enzyme activators, primary screen, biochemical, absorbance, HTS | Methionine sulfoxide reductase A (Bos taurus) | purified bovine MsrA, absorbance read-out | activation, % at 10.6 µM | 0.3% of 360,000 active | AID 602163, 2012; in the data active = activation above about 7.5%;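 note: 0% = vehicle and 100% = reference activator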
PABP1 MLLE inh: inhibitors of PABP1 MLLE–PAM2 peptide binding, primary screen, biochemical, fluorescence polarization, FITC-PAM2, GST-MLLE; inhibition, % at 20 µM; 0.36% of 360,000 active; AID 588489, 2011; in the data active = inhibition above about 35%, passing the limit was not always enough;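 note: plate controls were DMSO wells with GST-MLLE for no effect and wells lacking GST-MLLE protein for full effect; some results filed as inactive read as strong as hits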
MsrA inhibitor: bovine MsrA enzyme inhibitors, primary screen, biochemical, absorbance, HTS; Methionine sulfoxide reductase A (Bos taurus); purified bovine MsrA, absorbance read-out; inhibition, % at 15.5 µM; 0.75% of 360,000 active; in the data active = inhibition above about 4.5%;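 note: 0% = vehicle wells with enzyme and 100% = reference inhibitor wells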
* marks the source's active call; other numbers are inactive results; i = inactive; x = no result given. Compounds as they come; about 4% have a hit in one of these screens.

SMILES	Neddylation inh	FAS-TE inh	Rin1-Abl PPI inh	CSN deneddyl inh	TbMetRS inhib	E coli Lon inh	MsrA act	PABP1 MLLE inh	MsrA inhibitor
COc1ccc2oc(C(=O)NC3CCCCC3)c(C)c2c1	i	8	1	-1	-0.5	-6	-2	-20	1.2
CCOc1ccc2[nH]cc(C(=O)NCc3ccc(F)cc3)c(=O)c2c1	i	5	1	3	-0.4	-2	-10	-6	0.3
O=C(Nc1ccc2oc(-c3ccccc3F)nc2c1)c1ccccc1F	i	17	-1	3	-2.1	7	-3	-6	-1.4
COc1cc(OC)cc(C(=O)NC(=S)N2CCN(c3ccc(C(F)(F)F)cc3[N+](=O)[O-])CC2)c1	i	23	-2	2	-0.4	4	-3	-13	-1.3
Cc1ccc(C(=O)Nc2ccc(C(=O)N3CCCCC3)cc2)cc1	i	-5	1	0	-0.6	-5	-3	21	0.6
CCC(=O)Nc1ccc(C(=O)Cn2ncc(Cl)c(Cl)c2=O)cc1	i	1	-3	-1	0.7	-3	-1	-28	-0.1
COc1ccc(NC(=O)CSc2nncs2)cc1S(=O)(=O)N1CCCCC1	i	-2	4	-6	0.1	0	-2	-6	0.8
Cc1cc(NC(=O)CCC(=O)N(CCC(C)C)CC(=O)NCC2CCCO2)no1 (stereo not drawn)	i	-8	-1	0	-0.8	-4	-12	-4	-1.1
COc1ccccc1N1CCN(C(c2ccccc2Cl)c2nnnn2C(C)(C)C)CC1 (stereo not drawn)	i	31	-3	1	-0.2	-1	-2	-13	x
Cc1ccccc1S(=O)(=O)N(C)C[C@@H]1OCc2cn(nn2)CCCC(=O)N([C@H](C)CO)C[C@H]1C	i	-6	-2	6	-1.1	-5	-2	2	-0.6
CC(C)C(=O)Nc1cccc(COc2ccccc2CN(Cc2ccccc2)C(=O)OC(C)(C)C)c1	i	19	0	0	-0.3	3	1	-6	2.5
Cn1nc(C(C)(C)C)cc1NC(=O)Nc1ccc(F)cc1F	i	0	3	0	-0.1	4	1	11	-1.1
O=C(CSc1nnc(-c2ccc(Cl)cc2)n1-c1ccc(Cl)cc1)N/N=C/c1ccco1	i	5	0	-3	0.5	0	-2	-51	-0.1
NNC(=O)CNc1cccc(Cl)c1	i	-3	-1	12	-0.6	-19	-4	-14	1.3
C=CCN1C(=O)C(Cc2ccc(OCC)cc2)S/C1=N\N=C\c1cccs1 (stereo not drawn)	i	25	1	0	-0.3	-4	-7	-9	1.2

Brought forward from above: two compounds; new compounds follow.
SMILES	Neddylation inh	FAS-TE inh	Rin1-Abl PPI inh	CSN deneddyl inh	TbMetRS inhib	E coli Lon inh	MsrA act	PABP1 MLLE inh	MsrA inhibitor
NNC(=O)CNc1cccc(Cl)c1	i	-3	-1	12	-0.6	-19	-4	-14	1.3
C=CCN1C(=O)C(Cc2ccc(OCC)cc2)S/C1=N\N=C\c1cccs1 (stereo not drawn)	i	25	1	0	-0.3	-4	-7	-9	1.2
CCCc1cc(C(N)=O)c(NC(=O)c2ccco2)s1	x	-2	-6	5	-1.2	-4	-14	33	3.2
CCOC(=O)Cc1csc(NC(=O)NC2(C(F)(F)F)Oc3ccccc3O2)n1	i	12	-2	3	-0.7	1	-9	-6	-0.8
Nc1nc(SCC(=O)NCCCO)nc2sc3c(c12)CCC3	i	-5	-2	4	0.1	4	-1	13	0.3
COc1ccc(C(=O)Nc2cc(C)nn2-c2nc3ccccc3[nH]2)c(OC)c1	i	16	0	5	-0.2	10	1	1	-0.9
N#Cc1ccsc1NC(=O)C1CCCN1S(=O)(=O)c1cccs1 (stereo not drawn)	i	2	5	1	-0.3	-4	-5	8	-0.3
CCn1c(=N)n(CC(=O)c2cccc(OC)c2)c2ccccc21	i	-4	-1	-1	0.9	-9	0	11	0.8
O=[N+]([O-])c1ccc(O)c(CSc2nnnn2-c2ccccc2)c1	i	3	-1	-1	-1.4	9	-5	-105	1.2
CCC1(c2ccccc2)NC(=O)N(Cc2cccc([N+](=O)[O-])c2)C1=O (stereo not drawn)	i	11	0	-4	-0.2	-6	0	-11	-0.5
CCOc1ccccc1C(=O)Nc1ccc(C(=O)c2ccccc2)cc1	i	33	-2	2	-0.2	3	-3	-8	0.1
O=C(CN1CCOCC1)Nc1cc([N+](=O)[O-])ccc1Cl	i	-7	0	-1	-0.4	-5	1	10	0.3
CCOc1ccc(C(=O)Nc2nncs2)cc1OCC	i	-5	-1	1	-0.1	-3	1	3	0.7
Cc1ccc(NC(=O)CSc2ccccc2NC(=O)c2ccccc2Cl)cc1Cl	i	19	3	-3	-0.5	3	-7	7	2.4
O=C(NCc1ccccc1)c1c[nH]c2cc3c(cc2c1=O)OCCO3	i	-11	1	2	-1.6	-3	-15	6	0.1
N#CCCN(/N=C/c1cccnc1)C1=NS(=O)(=O)c2ccccc21	i	4	-2	-4	3.6	-1	-5	8	2.2
CC(NC(=O)CSc1nnc(-c2cc3cc(Cl)ccc3o2)n1C)c1ccccc1 (stereo not drawn)	i	3	2	-2	-1.1	-1	2	-22	0.4
Cc1ccc(S(=O)(=O)N2CCC(C(=O)NNC(=O)c3ccccc3)CC2)cc1	i	-7	0	3	-2.3	-5	-1	-7	0.3
COc1ccc(C)cc1S(=O)(=O)N(C)CC(=O)N1CCCCCC1	i	-3	0	3	-0.1	0	-3	-7	0.5
Cc1occc1C(=O)N1CCN(S(C)(=O)=O)CC1	i	-6	-5	-3	0.3	0	-1	9	0.3
CN1CCN(NC(=S)Nc2ccccc2)CC1	i	-4	2	-3	-1.5	-3	-12	7	1.9
CN(C)/C(=N\OC(=O)c1ccccc1)c1nonc1N	i	-10	0	-4	-0.3	-14	-2	10	0.3
Cc1cccc(C(=O)Nc2scc(-c3ccc(Br)cc3)c2C(=O)O)c1	i	-4	-1	1	-0.6	-3	-3	9	0.1
COC(=O)CSc1nc2ncc(Cl)cc2[nH]1	i	-5	1	0	0.0	-7	-3	-41	1.7
CCCCCCCC(=O)N/N=C(/C)c1c(O)cc(C)oc1=O	i	7	0	4	-0.6	-7	1	-4	-1.7
CCOC(=O)C1=C(C)N(C)C(C)=C(C(=O)OCC)C1c1ccc(Cl)cc1	i	21	1	4	0.6	8	1	5	-0.5
O=C(Nc1ccc(F)cc1)c1oc2ccccc2c1NC(=O)C1CCCC1	i	6	-2	-2	-0.5	-3	-1	0	x
Cc1nc(N)sc1C(=O)N/N=C/c1ccc([N+](=O)[O-])cc1	i	-2	0	-1	-0.8	-18	-8	-13	0.2
Brc1ccc(/C=C/C=N/Nc2nc3ccccc3s2)cc1	x	5	-4	-2	1.3	0	-2	-7	-0.1
COc1cc(NC(=O)CCc2c(C)[nH]c(=O)c(C#N)c2C)cc(OC)c1	i	-3	1	5	0.0	4	-3	0	-0.1
C/C=C/c1ccc(OCCN2C(=O)NC(C)(C)C2=O)c(OC)c1	i	-11	-2	0	-1.3	5	-11	15	-1.1
CCOC(=O)C1(CC)Oc2ccccc2C(c2ccc(OC)cc2)=C1C(=O)OC (stereo not drawn)	i	15	-2	-4	0.4	-1	2	-9	0.2

The last two records of the part above come first, to join the parts.
SMILES	Neddylation inh	FAS-TE inh	Rin1-Abl PPI inh	CSN deneddyl inh	TbMetRS inhib	E coli Lon inh	MsrA act	PABP1 MLLE inh	MsrA inhibitor
C/C=C/c1ccc(OCCN2C(=O)NC(C)(C)C2=O)c(OC)c1	i	-11	-2	0	-1.3	5	-11	15	-1.1
CCOC(=O)C1(CC)Oc2ccccc2C(c2ccc(OC)cc2)=C1C(=O)OC (stereo not drawn)	i	15	-2	-4	0.4	-1	2	-9	0.2
COc1ccc(S(=O)(=O)N2CCC3(CC2)OCCN3S(=O)(=O)c2ccc(C)cc2)cc1OC	i	-2	-2	1	-0.3	-11	-2	4	-0.1
CSCCC(NC(=O)C12CC3CC(CC(C3)C1)C2)C(=O)OCC(=O)c1ccc(C)cc1 (stereo not drawn)	i	1	2	5	-1.0	-5	-10	2	2.3
COc1ccc2nc(NC(=O)C3CCCN(S(=O)(=O)c4cccc5nonc45)C3)sc2c1 (stereo not drawn)	i	16	-1	1	-1.6	-8	-11	-12	1.9
O=C(NCc1ccc2c(c1)OCO2)c1cc2ccccc2oc1=O	i	-3	-3	3	0.0	6	1	16	3.0
CCc1noc(C)c1C(=O)OCC(=O)NC(C)c1ccccc1 (stereo not drawn)	i	-1	2	-1	0.1	-13	-5	-7	0.0
CC1CN(C(=O)c2cc3ccccc3oc2=O)CC(C)O1 (stereo not drawn)	i	-5	-3	6	-0.5	0	-2	12	2.4
COc1ccccc1Cc1nc(-c2ccc(C)cc2)no1	i	31	1	3	-0.1	-2	0	2	-0.3
Cc1ccc(CC2(O)CC(C)N(C)CC2C)c(C)c1 (stereo not drawn)	i	-16	8	-1	-1.3	-5	-13	-8	-2.3
Cc1ccc(CNC(=O)CCCC(=O)c2ccccc2)cc1	i	-3	-2	-5	-1.4	4	-7	-9	0.2
COc1cccc(C2=NOC(C(=O)Nc3cccc(C(C)=O)c3)C2)c1OC (stereo not drawn)	i	-8	-2	1	-0.4	0	-3	9	0.4
CCOc1ccc(/C=N/NC(=O)c2c(-c3ccccc3)noc2C)cc1	i	-1	0	1	-0.2	8	1	-2	0.3
O=[N+]([O-])c1ccc2c(c1)C(O)n1nc(-c3ccccc3)nc1S2 (stereo not drawn)	i	1	1	0	0.3	-4	-4	-14	-0.7
CCCn1c(N2CCN(CC(=O)Nc3ccc4c(c3)OCCO4)CC2)nc2ccccc21	i	1	3	4	-0.2	-7	2	1	-0.7
CC(C)CCNC(=O)CSc1nc2ccccc2c(=O)[nH]1	i	-5	4	3	-0.8	-5	-7	11	0.8
N#Cc1cc(N)ccc1Sc1ccccc1	i	10	-4	-7	0.6	-3	-10	8	-1.2
CCCN1CCC(=NNc2ccc(S(=O)(=O)N(CC)CC)cc2[N+](=O)[O-])CC1	i	11	-12	7	-0.9	8	-6	6	-0.3
CCOC(=O)c1nc(C)sc1-c1ccnn1S(=O)(=O)c1ccc(C)cc1	i	14	4	3	-1.1	-3	-3	-11	-1.7
COCCOC(=O)C1=C(C)N(c2ccccc2)C(=O)NC1c1cccc([N+](=O)[O-])c1 (stereo not drawn)	i	16	-2	3	-0.2	1	1	1	-0.5
COc1ccc(C(=O)Cn2c(Br)nc3c2c(=O)n(C)c(=O)n3C)cc1OC	i	-6	-5	-1	-0.5	-2	-3	-3	1.5
O=C(NCC1CCN(S(=O)(=O)c2ccccc2)CC1)Nc1ccc(F)cc1	i	5	-2	4	-1.0	-1	-2	14	0.5
COc1ccccc1OCc1ccc(C(=O)NCc2ccco2)o1	i	-6	0	6	-1.3	1	-1	10	0.2
COc1cccc(N2CCN(C(=O)c3ccc(CS(=O)c4ccccc4C)o3)CC2)c1 (stereo not drawn)	i	-1	5	-2	-0.3	6	-2	-6	-0.2
